aSyn yeast rescue = inhibitors of alpha-synuclein toxicity in yeast. S. cerevisiae alpha-synuclein toxicity rescue, BacTiter-Glo growth, 24 h. Potency, µM (highest dose often 46.1 µM), inactives show at the highest dose growth rescue (activation), actives largely listed as activators. hit rate 0.02% among 94,000. AID 1347070; active = well fitted activation curve with a large enough effect; inconclusive = small, poorly fitted or top-dose-only effect; note: 0% is about no effect
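Growth restoration measured by BacTiter-Glo luminescence after 24 hr at 30 deg C; alpha-synuclein yeast, raffinose-pregrown to mid-log, were added at OD600=0.02 in galactose medium onto pinned compounds.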
Starred values were filed as active, the others as inactive; ? = inconclusive; [ ] = dose if it differs, or a comment. Potency is the fitted concentration of half-maximal effect. Some of the compounds tested (hit frequency here may not be typical).

smiles	aSyn yeast rescue
CCN1CCN(CCCN(Cc2ccco2)C(=S)Nc2cc(Cl)ccc2C)CC1	5%
CCCNc1ncnc2onc(C)c12	-3%
Cc1cc(C)nc(-n2nc(C)c3c2NC(=O)CC3c2cccc(O)c2)n1 (configuration not stated)	0%
O=c1[nH]c2c(=O)[nH]cnc2nc1-c1ccccc1	0%
Cc1ccc(Cl)cc1-n1ncc2c(N3CCN(Cc4ccccc4)CC3)ncnc21	4%
COc1ccc(NC(=O)CC2C(=O)N(c3ccc(F)cc3)C(=O)N2Cc2ccc3c(c2)OCO3)cc1 (configuration not stated)	0%
CCN1CCN(CCc2nc3cc([N+](=O)[O-])ccc3n2C)CC1	-1%
Cc1nn2c(=O)cc(COC(=O)c3cccc(NC(=O)c4cccs4)c3)nc2s1	-3%
Cc1ccc(C(=O)Nc2nnc(S(=O)(=O)N3CCN(c4ccc(F)cc4)CC3)s2)cc1	-1%
Cc1ccccc1C(=O)NCCCNC(=O)c1cnccn1	2%
Cc1nc2ccccc2c2oc(C(=O)NCCCN3CCC(C)CC3)cc12	1%
N=C1S/C(=C\c2ccc(-c3ccccc3C(=O)O)o2)C(=O)N1c1ccc2c(c1)OCO2	-2%
CC(=O)C1=C(c2ccc(Cl)c(Cl)c2)N(C(C)=O)n2c(C)nnc2S1	-4%
CCc1nn2c(=O)cc(COC(=O)CNC(=O)c3ccccc3)nc2s1	-13%
C[C@H]1CN([C@@H](C)CO)S(=O)(=O)c2ccc(Br)cc2O[C@@H]1CN(C)Cc1ccccc1	6%
CCCOc1ccc(CNC(=O)CN2C(=O)c3cccnc3Oc3ccc(C)cc32)cc1	1%
CCn1c(=O)c([N+](=O)[O-])c(NCC2CCCO2)c2ccccc21 (configuration not stated)	0%
CNS(=O)(=O)c1cn(CC(=O)N2CCN(c3cccc(C)c3C)CC2)cc1S(=O)(=O)NC	-3%
O=C1NC(=Nc2ccccc2)SC1Cc1ccccc1 (configuration not stated)	9%
CCN(CC(=O)Nc1ccc(NC(C)=O)cc1)C(=O)C1CC1	-4%
COc1ccc(CC(=O)Nc2c(C(=O)Nc3ccc(F)cc3)oc3ccccc23)cc1OC	-2%
S=c1[nH]nc(CNc2ccc(Cl)cc2)n1Cc1ccccc1	6%
CCCCN1C(=O)CC2CCOC21C (configuration not stated)	-3%
N#C/C(=C\c1ccc(Br)cc1)c1nc(-c2cc3cc(Br)ccc3oc2=O)cs1	-1%
O=C(NCCCN1CCN(c2ccc(F)cc2)CC1)c1cc2c(Cl)nc3ccccc3c2s1	-59%[inhibitor]

Taken from above.
aSyn yeast rescue result of CNS(=O)(=O)c1cn(CC(=O)N2CCN(c3cccc(C)c3C)CC2)cc1S(=O)(=O)NC reads -3%
aSyn yeast rescue result of Cc1cc(C)nc(-n2nc(C)c3c2NC(=O)CC3c2cccc(O)c2)n1 (configuration not stated) reads 0%
aSyn yeast rescue result of COc1ccc(NC(=O)CC2C(=O)N(c3ccc(F)cc3)C(=O)N2Cc2ccc3c(c2)OCO3)cc1 (configuration not stated) reads 0%
aSyn yeast rescue result of CC(=O)C1=C(c2ccc(Cl)c(Cl)c2)N(C(C)=O)n2c(C)nnc2S1 reads -4%
aSyn yeast rescue result of Cc1ccccc1C(=O)NCCCNC(=O)c1cnccn1 reads 2%
aSyn yeast rescue result of Cc1ccc(C(=O)Nc2nnc(S(=O)(=O)N3CCN(c4ccc(F)cc4)CC3)s2)cc1 reads -1%

(next part)
smiles	aSyn yeast rescue
CCCS(=O)(=O)N1CCC(n2c(C)nc3cccnc32)CC1	-4%
CC(C)Oc1ccc(CN2CCc3nc(Nc4ccc5c(c4)OCCO5)ncc3C2)cc1	-1%
COc1ccc(N2CCN(C(=O)CSc3nc(-c4ccccc4)no3)CC2)cc1	-5%
Cc1ccc(S(=O)(=O)Nc2ccc(O)c3ncccc23)cc1	?
CCC(CC)C(=O)Nc1ccc(OCc2cc(=O)n3c4c(sc3n2)CCCC4)cc1	-1%
CCCCCN(C(=O)CCC(=O)OCc1cc(C)ccc1C)c1c(N)n(CCCC)c(=O)[nH]c1=O	-7%
COc1ccc(/C=N/NC(=O)c2ccncc2)c(C(=O)O)c1OC	2%
COc1ccc(NC(=O)N(C)C[C@H]2Oc3ncc(Br)cc3C(=O)N([C@H](C)CO)C[C@@H]2C)cc1	-6%
CCOC(=O)c1nnc2c(-c3ccc(Cl)cc3)c(C)nn2c1N	3%
Cc1ccc(NS(=O)(=O)c2ccc3c(c2)CCN3C(=O)C2CC2)c(C)c1	14%
O=C1NC(Cc2ccc(O)cc2)c2nc3ccccc3c(=O)n2-c2ncccc21 (configuration not stated)	-7%
CS(=O)(=O)N1CC(C(=O)O)Oc2ccc(CC(=O)O)cc21 (configuration not stated)	-13%
Cc1ccccc1C(=O)N1CCN(c2ccc(NC(=O)c3ccc([N+](=O)[O-])o3)cc2)CC1	-8%
N#C/C(=C\c1ccc(F)c(Cl)c1)S(=O)(=O)c1ccccn1	-1%
CC(C)c1ccccc1OCC(=O)Nc1cc(S(=O)(=O)N2CCOCC2)ccc1N1CCCC1	3%
O=C(NCc1cccnc1)c1ccc(Cl)c(S(=O)(=O)N2CCCCCC2)c1	9%
Cc1ccc(/C=C/c2onc(C)c2S(=O)(=O)N2CCC(C(=O)Nc3ccc(OC(F)(F)F)cc3)CC2)cc1	-2%
Cc1cccc2c1NC(=O)C21OCC(CO)([N+](=O)[O-])CO1 (configuration not stated)	2%
COc1ccc(C(=O)OCC(=O)Nc2ccc(OC)c(S(=O)(=O)N3CCCCC3)c2)cc1[N+](=O)[O-]	-2%
O=C(CSC1=NS(=O)(=O)c2cc(Cl)ccc2N1)Nc1ccccc1F	-8%
CC(=O)OCC12COC3c4ccccc4OC(C)(CC1C)C3C2C (configuration not stated)	8%
N#C/C(=C\c1ccc(Cl)cc1)c1nc2ccccc2[nH]1	-7%
Cc1cc(C)cc(Nc2cc(C(=O)NCc3ccccc3)c3ccccc3n2)c1	-7%
COc1cc2c(cc1OC)C(c1cc(OC)c(OC)cc1[N+](=O)[O-])N(C(C)=O)CC2 (configuration not stated)	5%
CCC(C(=O)OC)n1cnc2c(cnn2-c2ccc(F)cc2)c1=O (configuration not stated)	7%
CC(C)OC(=O)N(C)C[C@@H]1OCc2cnnn2CCCC(=O)N([C@H](C)CO)C[C@H]1C	0%
CC(=O)c1ccc(N2CCN(S(=O)(=O)c3ccc(-c4coc(C)n4)cc3)CC2)cc1	-3%
CCOc1ccccc1CNC(=O)c1cc2c(=O)n(Cc3cccnc3)ccc2nc1C	-4%
Cc1ccc(-n2nc(C)c(C(=O)NCCCN3CCN(c4ccc(F)cc4)CC3)c2-n2cccc2)cc1	-6%
COc1ccc(NC(=O)c2cccc3c2C(=O)N(CC2CCCO2)C3)cc1OC (configuration not stated)	0%
CN(C)c1ccc(NC(=O)CSc2nc(C3CC3)nc3ccccc23)cc1	12%
CC1CCCN(Cc2cn3c(-c4cccc(Br)c4)nnc3s2)C1 (configuration not stated)	0%
CCOc1ccc(CNC(=O)c2[nH]c3ccccc3c2Sc2ccc(C)cc2)cc1	2%
COc1cccc(NC2=NCCCCC2)c1	-1%
O=C(CSc1cn(CCNC(=O)c2ccc3ccccc3c2)c2ccccc12)NCc1ccco1	3%
C[C@H](CO)N1C[C@H](C)[C@@H](CN(C)C(=O)CN2CCOCC2)Oc2ncc(-c3cncnc3)cc2C1=O	5%
Cc1ccc(S(=O)(=O)N(C)CC(=O)Nc2ccc(C)cn2)cc1	-5%
COc1ccc(Nc2ncc3c(n2)CCN(Cc2cc(Br)cs2)C3)c(OC)c1	-14%
COc1ccc(CCNC(=O)C(=O)NCC2OCCN2S(=O)(=O)c2ccccc2)cc1OC (configuration not stated)	-2%
O=C(NCCc1ccccc1)c1ccc(CSc2nc3ccncc3n2Cc2ccccc2)cc1	0%
COc1ccc2cc(C(=O)NCc3ccccc3)[nH]c2c1	-5%
O=C(NCCc1ccc(Cl)cc1)c1ccc(CS(=O)(=O)Cc2ccc(F)cc2)o1	-9%
CC1CCCN(C(=O)CSc2nc3ncccc3[nH]2)C1 (configuration not stated)	4%
CN(C)c1ccc(/C=N/NC(=O)C[n+]2ccccc2)cc1	-6%
COc1ccc(NC(=S)N(CCC(C)C)C(C)c2ccncc2)cc1 (configuration not stated)	4%
Fc1ccc(-c2nnc(CN3CCN(c4ccccn4)CC3)o2)cc1	-5%
Cc1ccc(OCC(=O)N(Cc2ccco2)C2CCS(=O)(=O)C2)cc1 (configuration not stated)	-7%
Cc1cccc(C)c1NC(=O)C(C)NCc1cccs1 (configuration not stated)	7%
CCOC(=O)C1CCCN(C(=O)c2cc3c(Cl)nc4ccccc4c3s2)C1 (configuration not stated)	2%
CCCNC(=O)N(C)C[C@@H]1Oc2ncc(Br)cc2C(=O)N([C@H](C)CO)C[C@@H]1C	-7%

In the list so far, 4 have two or more sulfur atoms.
smiles	aSyn yeast rescue
Cc1nn2c(=O)cc(COC(=O)c3cccc(NC(=O)c4cccs4)c3)nc2s1	-3%
Cc1ccc(C(=O)Nc2nnc(S(=O)(=O)N3CCN(c4ccc(F)cc4)CC3)s2)cc1	-1%
CNS(=O)(=O)c1cn(CC(=O)N2CCN(c3cccc(C)c3C)CC2)cc1S(=O)(=O)NC	-3%
O=C(CSC1=NS(=O)(=O)c2cc(Cl)ccc2N1)Nc1ccccc1F	-8%

Other compounds.
molecule | aSyn yeast rescue
Cc1ccn2cc(CNS(=O)(=O)c3ccc(Cl)s3)nc2c1 | -4%
COc1ccc(C2=NS(=O)(=O)N(C)C(C(=O)NC3CCCCC3)=C2)cc1OC | 10%
Cc1ccc(C2C=C(c3ccc(Cl)cc3)Nc3nc(NC(=O)CCC(=O)O)nn32)cc1 (configuration not stated) | -1%
Cn1nnnc1-c1cc(Cl)cc(Cl)c1 | -17%
CCOc1ccc(C(=O)N2CCN(CCc3ccccn3)CC2)cc1 | 4%
CCOc1ccc(C(=O)N(Cc2nc(-c3cccc(C)c3)no2)C(C)C)cc1 | -14%
COc1cc2c(cc1OC)-c1n[nH]c(=S)n1C(C)(C)C2 | -1%
C/C(=N\NC(=O)CNC(=O)c1ccccc1F)c1ccco1 | -3%
COCCCNc1nc2nonc2nc1N1C[C@H]2CC[C@H]1C2 | -1%
COc1ccc(NC(=O)CSc2nc(-c3ccccc3)cc(-c3cc(OC)c(OC)c(OC)c3)c2C#N)c(OC)c1 | -5%
COc1ccc(CNCc2ccc(OC)c3ccccc23)cc1 | 3%
O=[N+]([O-])c1ccc(N2CCN(Cc3ccccc3)CC2)s1 | 1%

Next section; it opens with the three that closed the last part.
molecule | aSyn yeast rescue
COc1ccc(NC(=O)CSc2nc(-c3ccccc3)cc(-c3cc(OC)c(OC)c(OC)c3)c2C#N)c(OC)c1 | -5%
COc1ccc(CNCc2ccc(OC)c3ccccc23)cc1 | 3%
O=[N+]([O-])c1ccc(N2CCN(Cc3ccccc3)CC2)s1 | 1%
Cc1c(C)n(Cc2ccc(F)cc2)c2ccc(C(=O)N3CCN(c4ccc(F)cc4)CC3)cc12 | 0%
CCOc1ccccc1CNCc1c(C(=O)O)n(Cc2ccc(F)cc2)c2cc(C)ccc12 | 3%
CN1CCN(CCNC(=O)c2cnn(-c3ccc(F)cc3)c2C2CCN(C(=O)OC(C)(C)C)CC2)CC1 | -3%
CCOc1ccc(OCCOC(=O)C2CCN(S(=O)(=O)c3ccc(C)c(C)c3)CC2)cc1 | 2%
CCn1c(=O)cc(SCC(=O)N2CCN(c3cc(C)ccc3C)CC2)c2ccccc21 | 10%
Cc1onc(-c2ccccc2)c1-c1nnc(-c2ccccc2C(F)(F)F)o1 | 16%
COC(=O)C1=C(C)N(Cc2ccc3c(c2)OCO3)C(=O)C1 | 0%
COc1cccc(NC(=O)CN(C)C(=O)Cn2c(=O)oc3ccccc32)c1 | -10%
O=S(=O)(Nc1cccc2[nH]ncc12)c1cccs1 | 2%
CCN(CC)c1ccc(C(=O)N2CCc3c([nH]c4ccccc34)C2c2ccc(F)cc2)cc1 (configuration not stated) | 12%
COc1ccc(S(=O)(=O)N2CCOCC2)cc1NC(=O)c1ccc(-n2nc(C)cc2C)cc1 | 1%
C[C@@H]1CN([C@H](C)CO)S(=O)(=O)c2ccc(C#CC3CCCCC3)cc2O[C@H]1CN(C)C(=O)Cc1ccncc1 | 3%
CCn1cc2nc(SCC(=O)Nc3cc(OC)ccc3OC)n(Cc3ccc(Cl)cc3)c(=O)c2n1 | -2%
CC(=O)c1cccc(NC(=O)C(C)n2c(=O)cc(-c3ccccc3)c3c(C)nn(C)c32)c1 (configuration not stated) | -3%
NC(=O)c1ccc(C(F)(F)F)n(Cc2ccc(F)c(F)c2)c1=O | 21%
O=[N+]([O-])c1cccc(-c2nc3ccccc3s/c2=N/O)c1 | -6%
Cc1cccc(NC(=S)N2CCCCC2c2cccnc2)c1C (configuration not stated) | 1%
O=C1CN(C(=O)COc2ccc(Cl)cc2)C(c2ccc(F)cc2)c2cc(Br)ccc2N1 (configuration not stated) | 18%
Cc1cc(Cl)ccc1OCC(=O)Nc1nc(-c2cccnc2)cs1 | 1%
Cc1nnc(SCc2cc(=O)n3cccc(C)c3n2)s1 | 26%
COc1cccc(C(C(=O)NCC2CCCO2)N(C(=O)Cn2nnc3ccccc32)c2ccccc2C(C)=O)c1OC (configuration not stated) | -2%
Cc1ccc(NC(=O)COC(=O)C2CC3C=CC2C3)cc1S(=O)(=O)N1CCCCC1 (configuration not stated) | -1%
Cc1nc2ccccc2c(C)c1C(=O)c1ccccc1 | 3%
CCc1ccc(NS(=O)(=O)c2ccc3[nH]cc(C(=O)NCCc4ccccc4)c(=O)c3c2)cc1 | -5%
CCN(C(=O)CSc1nc(-c2ccccc2)no1)c1ccccc1 | -1%
O=c1c2ccccc2sn1-c1cccc(Cl)c1 | -79%[inhibitor]
COc1cc(CNC(=O)c2cc3n(n2)CCCN(Cc2ccc(C)cc2)C3=O)cc(OC)c1OC | 4%
Cc1nc2c(C)cccn2c1/C(O)=C1\C(=O)C(=O)N(CCN(C)C)C1c1ccco1 (configuration not stated) | 7%
CC(=O)N1C(c2ccccc2O)C[C@]2(C)CC(=O)NC12 (some centres not stated) | -6%
